TNF necrop inh – blocks TNF-alpha induced death of Jurkat FADD-/- cells; hit rate 0.068% among 220,000; activation (protection from cell death), % at 10 µM; Jurkat FADD-/- TNF necroptosis rescue, ATP luminescence, 24 h; 0 = TNF only, 100 = no-TNF cells; AID 463075;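 active = activation, meaning protection from cell death, of at least 50% relative to plate controls; inactive = activation below 50%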;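 note: necroptosis triggered by 40 ng/mL TNF-alpha added together with compound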
PERK inh – blocks human PERK kinase | hit rate 0.17% among 220,000 | CHO PERK-DD fusion, SEAP luminescence translation reporter | AID 1416 | inhibition, % at 5.6 µM;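 active = inhibition above the mean inhibition of all tested compounds plus 3 SD, set separately per screening campaign, cut at about 2.9% in these data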;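 note: PERK kinase domain activated by AP20187 dimerizer at 100 nM; 0% = DMSO with dimerizer and 100% = rapamycin at 8.4 µM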
Target sequence (Q9NZJ5 whole entry, looked up, the tested form may be a part): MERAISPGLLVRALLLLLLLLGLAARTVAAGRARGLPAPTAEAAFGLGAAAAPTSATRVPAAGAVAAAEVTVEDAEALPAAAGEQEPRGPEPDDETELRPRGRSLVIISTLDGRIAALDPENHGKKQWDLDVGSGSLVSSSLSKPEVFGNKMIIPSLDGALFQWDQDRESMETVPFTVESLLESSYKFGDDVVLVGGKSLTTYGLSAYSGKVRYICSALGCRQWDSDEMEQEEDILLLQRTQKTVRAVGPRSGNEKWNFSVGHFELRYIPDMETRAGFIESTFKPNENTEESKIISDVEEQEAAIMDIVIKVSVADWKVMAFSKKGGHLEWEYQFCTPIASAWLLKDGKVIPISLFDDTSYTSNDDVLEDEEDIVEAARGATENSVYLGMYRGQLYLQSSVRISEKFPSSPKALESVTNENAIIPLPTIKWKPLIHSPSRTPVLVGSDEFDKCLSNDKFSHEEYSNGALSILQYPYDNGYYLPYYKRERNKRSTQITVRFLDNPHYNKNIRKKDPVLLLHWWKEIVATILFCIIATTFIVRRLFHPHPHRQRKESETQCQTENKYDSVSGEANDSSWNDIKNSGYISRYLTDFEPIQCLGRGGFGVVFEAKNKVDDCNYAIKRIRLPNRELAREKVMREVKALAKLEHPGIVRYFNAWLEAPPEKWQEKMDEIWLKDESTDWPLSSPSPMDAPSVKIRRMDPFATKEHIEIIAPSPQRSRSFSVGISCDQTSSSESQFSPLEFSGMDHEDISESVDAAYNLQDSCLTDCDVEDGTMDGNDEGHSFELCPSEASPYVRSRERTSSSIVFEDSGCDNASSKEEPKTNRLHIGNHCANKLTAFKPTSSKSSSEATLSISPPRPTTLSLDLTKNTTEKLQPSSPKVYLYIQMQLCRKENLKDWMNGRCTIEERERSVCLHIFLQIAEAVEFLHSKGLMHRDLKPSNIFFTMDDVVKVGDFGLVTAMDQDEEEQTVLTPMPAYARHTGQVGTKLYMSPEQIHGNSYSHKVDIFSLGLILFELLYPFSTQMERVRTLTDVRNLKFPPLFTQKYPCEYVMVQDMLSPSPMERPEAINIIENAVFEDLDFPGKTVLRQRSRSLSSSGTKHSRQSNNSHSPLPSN
RBBP9 inh – inhibitors of human serine hydrolase RBBP9 | O75884 | recombinant RBBP9, FP-Rh probe fluorescence polarization | inhibition, % at 7.94 µM | hit rate 0.2% among 220,000 | AID 1515;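 active = inhibition above the campaign mean of all tested compounds plus 3 SD, cut at about 14% in these data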;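 note: plate controls were DMSO wells with RBBP9 for no effect and wells lacking RBBP9 protein for full effect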
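System: RBBP9 protein | Quantity: 2.5 µM RBBP9 dispensing solution, before mixing | Reagent: FP-Rh probe, 375 nM dispensing solution | Timing: Enzyme-compound preincubation 30 min, then probe labeling 45 min, 25 °C | Measured by: Fluorescence polarization | Read-out: % inhibition | Replication: One well per compound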
Hck Nef HTS – human Hck-Nef kinase inhibition; P08631; Recombinant Hck-YEEI plus Nef, Z-Lyte FRET kinase assay; inhibition, % at 20 µM; hit rate 0.68% among 220,000;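 active = Hck-Nef kinase inhibition above about 50%, limit read from the data; inactive = inhibition below that limit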;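 note: 0% = DMSO with Hck plus Nef and 100% = Hck alone without Nef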
Runt-SMMHC FRET – inhibitors of human RUNX1 Runt domain binding to CBFb-SMMHC. Q01196+Q13951. inhibition, % at 20 µM. hit rate 0.74% among 220,000. Cerulean-Runt/Venus-CBFb-SMMHC FRET ratio 530/480, 1 h;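 active = mean inhibition across duplicate retests at 20 µM reaching about 50%, limit read from the data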;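 note: 0% = DMSO wells and 100% = wells with excess untagged CBFb-SMMHC; inhibitors lower the FRET ratio by blocking Runt binding to CBFb-SMMHC; some results filed as inactive read as strong as hits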
Runt-CBFb FRET – Runt domain-CBFb interaction inhibition; Q01196+Q13951; Cerulean-Runt/Venus-CBFb FRET ratio 530/480, 1 h; inhibition, % at 20 µM; hit rate 0.46% among 220,000;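 active = inhibition over about 50% at 20 µM in the single-dose screen, limit read from the data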;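 note: 0% = DMSO wells and 100% = excess unlabeled CBFb competitor control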
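Assay system: Cerulean-tagged RUNX1 Runt domain (FRET donor) fusion protein / Amount: 100 nM each of Venus-CBFb and Cerulean-Runt domain / Medium: Tris buffer pH 7.5 with salts and BSA / Also added: Venus-CBFb 100 nM / Schedule: 1 h complex formation plus 1 h compound treatment, room temperature / Signal: FRET fluorescence / Read-out: loss of energy transfer signal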
PGE2 EP2 inh – inhibitors of human EP2 prostaglandin E2 receptor. P43116. inhibition, % at 25 µM. AID 1422. hit rate 0.52% among 260,000. C6 glioma cells expressing human EP2, cAMP TR-FRET; cells stimulated with saturating PGE2;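 active = percent inhibition above 40 after rounding to a whole number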;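 note: rat C6 glioma host cells with rolipram phosphodiesterase inhibitor present; the protocol text gives 20 µM as final concentration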
L929 necroptosis – blocks zVAD induced death of L929 cells; L929 zVAD necroptosis rescue, ATP luminescence, 24 h; with zVAD 60 µM; viability rescue, % at 10 µM; hit rate 0.38% among 220,000;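 active = activation, scaled between plate controls, above about 75%, limit read from the data; inactive = activation under that limit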;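 note: 0% = zVAD with DMSO and 100% = DMSO alone without zVAD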
EP2 modulator – modulators of human EP2 prostaglandin E2 receptor; P43116; EP2-expressing cells, cAMP HTRF FRET, PGE2 co-stimulation; induction, % at 25 µM; hit rate 0.83% among 260,000; AID 940;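 active = compounds whose cAMP rise, as percent of the full-agonist control response, exceeds 60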;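 note: rat C6 glioma line stably carrying human EP2 under a CMV promoter; the protocol text gives 20 µM as final concentration; 100% = response of wells given 1 µM PGE2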
Numbers without * were called inactive; · = not tested or not shown; & = joins results of further samples.

Fields – L929 necroptosis | Runt-SMMHC FRET | PGE2 EP2 inh | EP2 modulator | TNF necrop inh | Runt-CBFb FRET | Hck Nef HTS | PERK inh | RBBP9 inh
- O=C(Nc1cccc(-c2nc3cccnc3s2)c1)C1c2ccccc2Oc2ccccc21
  · | -9 | 6 | 32 | 0.7 | -1 | 102* | 0.6 | -7
- C=CCOc1ccc(CN(C)CC(=O)N(CC(C)C)c2c(N)n(CC(C)C)c(=O)[nH]c2=O)cc1
  -1.2 | 3 | 9 | 10 | -0.4 | 2 | 1 | 1.3 | 0
- Nc1[nH]c(N=NC(=O)c2ccccc2O)c2ccccc12
  0.9 | 1 | 10 | -40 | -1.3 | 2 | -4 | 0.7 | 0
- O=C1CN(C(=O)/C=C/c2ccco2)c2ccccc2N1
  2.5 | 2 | 3 | 30 | -0.3 | 8 | 39 | 0.0 | 2
- CC(=O)Nc1cccc(-c2nnc(SCC(=O)N3CCCCC3)n2C)c1
  1.4 | 1 | 6 | 10 | 1.8 | 0 | -3 | 0.3 | -9
- COC(=O)c1ccc(C(=O)OC)c(NC(=O)CN(c2ccccc2)S(=O)(=O)N(C)C)c1
  -0.1 | -3 | 4 | 5 | 0.5 | -5 | 18 | -1.3 | 3
- Cc1cccc(N2CCN(C(=O)c3cnn4c(C(F)F)cc(-c5ccccc5)nc34)CC2)c1C
  3.7 | 4 | 4 | 12 | -1.4 | -2 | -1 | 1.3 | -3
- CS(=O)(=O)N1N=C(c2ccco2)CC1c1ccccc1 (stereo not given)
  1.2 | 0 | 4 | 8 | 1.4 | 3 | 2 | 1.1 | -2
- Nc1nc(Cl)cc(N2CCOCC2)n1
  0.2 | 5 | 7 | 9 | -3.0 | 0 | 0 | 1.0 | -5
- Cc1ncc([N+](=O)[O-])n1CC(=O)N/N=C/c1ccccc1F
  -1.1 | 2 | 5 | 10 | -0.2 | -2 | 17 | 1.1 | 2
- CC(C)(Oc1ccc(Cl)cc1)C(=O)N(Cc1ccccc1)c1ccccn1
  -0.1 | -4 | 7 | 68* | -0.2 | -1 | 0 | 0.7 | -6
- COc1ccc(C2(O)CCN(C(=O)NC3CCCCC3)CC2)cc1
  -0.2 | 0 | 3 | 6 | -1.6 | 0 | -3 | 0.5 | -4
- Cn1c(=O)c2c(nc(NCc3ccccc3)n2Cc2ccc(F)cc2)n(C)c1=O
  0.1 | -5 | 13 | 64* | -2.0 | -4 | 1 | -0.5 | -3
- Cc1cc(C)c2c(C)c(C(=O)Nc3c(C)n(C)n(-c4ccccc4)c3=O)oc2c1
  2.1 | -6 | 2 | -57 | 0.6 | -1 | 7 | -2.0 | -5
- Cc1ccc(CNc2ncc(-c3ccccc3)n2C)o1
  -0.4 | 2 | 14 | 26 | 2.8 | 2 | 15 | 0.0 | 5
- CC(C)C(C(=O)O)N1C(=O)/C(=C/C=C/c2ccco2)SC1=S (stereo not given)
  0.7 | 12 | 9 | 17 | -4.5 | 24 | 83* | 2.1 | 0
- Cc1ccc(N2CC(C(=O)Nc3ccccc3C(=O)NC3CCCCC3)CC2=O)cc1C (stereo not given)
  -0.7 | · | 3 | · | 2.6 | · | 13 | 0.9 | -5
- O=C1c2cnc3nc(SCc4ccc(Cl)cc4)nn3c2CC2c3ccccc3CCN12 (stereo not given)
  0.7 | 40 | 5 | 35 | -0.6 | 0 | 7 | 1.0 | -6
- O=C(N/N=C/C(Cl)=C/c1ccccc1)c1ccco1
  6.8 | 1 | 0 | -29 | 1.5 | 1 | 28 | 0.7 | -4
- O=C(CNCC1CCCO1)N1CCCc2ccccc21 (stereo not given)
  1.2 | 0 | 9 | -2 | 0.2 | 0 | 1 | -0.1 | 1
- CC(C)CNC(=O)COC(=O)/C=C/c1ccco1
  0.8 | 0 | 4 | 12 | 2.3 | -2 | 2 | 2.2 | -2
- COc1ccc(CN2CCN(C(=O)c3cccs3)CC2)cc1
  -0.3 | 4 | 6 | -3 | 1.1 | -2 | 5 | 0.1 | -6
- Cn1c(Cn2c(=O)sc3ccccc32)nnc1SCC(N)=O
  1.6 | 3 | 7 | -6 | 0.2 | -1 | 6 | 1.2 | -11
- COc1cc2c(c(O)c1OC)C(=O)C(OC)CCC2 (stereo not given)
  -0.3 | -2 | 14 | 9 | 0.3 | -1 | -1 | 0.3 | -7
- COc1ccc(NC(=S)N(Cc2ccccn2)Cc2ccccc2Cl)cc1
  0.1 | 2 | 9 | 41 | -0.4 | 0 | -4 | 0.7 | -8
- COc1ccc(NC(=O)Cc2nc3ccccc3[nH]2)cc1
  0.2 | 2 | -4 | 13 | -1.8 | 0 | 3 | -0.1 | -12
- O=C(Nc1ccc(-c2noc(COc3ccccc3Cl)n2)cc1)c1ccco1
  98* | -12 | 6 | -47 | -2.5 | 0 | 2 | -1.0 | -15
- CN(C)c1ccc(C(=O)OCc2ccccc2)cc1
  -0.1 | 0 | 29 | 12 | 1.6 | 1 | -1 | -0.3 | -3
- COc1cc(C)nc(Oc2ccc(=O)[nH]n2)n1
  1.6 | 4 | 5 | 10 | 0.6 | -1 | 3 | 0.6 | -13
- Nc1cc(Br)c(N)c(Br)c1
  0.7 | -2 | 6 | -10 | 4.9 | 0 | 6 | 0.4 | 8
- Cn1c(=S)[nH]c2scc(-c3cccs3)c2c1=O
  -1.2 | 27 | 78* | -25 | -1.0 | 24 | -11 | -0.6 | -7
- NS(=O)(=O)c1ccc(NC(=S)NCc2cccs2)cc1
  6.3 | 2 | 5 | -42 | 0.9 | 7 | 24 | 0.3 | -10
- Cc1cc(NS(=O)(=O)c2ccc(NC(=O)NC(C)(C(F)(F)F)C(F)(F)F)cc2)no1
  0.1 | 1 | 9 | 27 | 0.5 | 2 | -1 | -0.5 | -1
- Nc1nc(NC(=O)CCCC(=O)O)nn1-c1ccccc1
  0.8 | 0 | 17 | 9 | 0.3 | 0 | 2 | 1.6 | -8
- N#Cc1ccc(CSc2nnc(-c3c[nH]c4ccccc34)n2-c2ccccc2)cc1
  -1.8 | 3 | 5 | -6 | -3.7 | 2 | 24 | -0.7 | -9
- Cc1cc(C(=O)N/N=C/c2cccnc2)cs1
  0.5 | 2 | 14 | 5 | 1.0 | -2 | 3 | 1.1 | -1
- Cn1nc(-c2ccccc2)c(-c2nc(-c3ccccc3Cl)no2)c1Cl
  -0.7 | 1 | 15 | 13 | -0.6 | 0 | -18 | 1.0 | 0
- O=S(=O)(NCC(c1ccco1)N1CCN(c2ccc(F)cc2)CC1)c1ccc2c(c1)OCCO2 (stereo not given)
  1.0 | 6 | 11 | 23 | -1.2 | 2 | 2 | 0.8 | -2
- O=C(NN1C(=O)C2C3CCC(O3)C2C1=O)c1ccc(Br)o1 (stereo not given)
  0.6 | -4 | 4 | 44 | 0.2 | 1 | 5 | 1.1 | -7
- c1ccc(CSc2ccc(-c3ccco3)nn2)cc1
  0.0 | 34 | 6 | 4 | 0.8 | 41 | 0 | 1.0 | 3
- Cc1ccc(C)c(S(=O)(=O)Nc2ccc3scnc3c2)c1
  -0.1 | -5 | 20 | -34 | -7.9 | -2 | 6 | 0.1 | -4
- CCOC(=O)c1nn(-c2ccc(F)cc2)c2nc(CC(C)C)c(C#N)c(=O)n12
  -0.7 | 4 | 10 | 51 | -1.3 | -5 | 6 | 0.2 | -4
- Cc1cccc(-n2c(=O)c(C#N)cc3c(=O)n4ccccc4nc32)c1
  -0.1 | 59* | 4 | 32 | -1.4 | 20 | 199* | 0.4 | -3
- O=C(CCCn1c(=O)c2ccccc2n(CC(=O)NCc2ccco2)c1=O)NCc1ccco1
  0.3 | -2 | 11 | 23 | -0.6 | -1 | 1 | -0.4 | -5
- O=C(COC(=O)c1cc2c(s1)CCCC2)NCc1ccccc1Cl
  0.6 | -1 | 13 | 6 | 0.8 | 2 | 1 | 1.0 | -8
- COc1cccc(/C=C2\N=C3CCCCCN3C2=O)c1
  0.1 | 1 | 4 | 16 | 1.0 | 2 | 4 | -0.2 | -12
- CCC(=O)Nc1cccc(NC(=S)NC(=O)c2ccccc2Cl)c1
  -0.3 | 4 | 16 | -4 | -6.6 | -2 | -1 | -0.8 | -6
- S=C(N/N=C1\CCc2ccccc21)NC1CCCCC1
  -0.7 | 4 | 5 | 20 | -4.0 | 0 | 0 | -0.2 | -9
- Clc1ccc(-c2nc3n(n2)Cc2ccccc2-3)cc1
  0.1 | 0 | 7 | -25 | -2.1 | -1 | 15 | 0.6 | 1
- Cc1ccc(/C=C/C(=O)N2CCN(c3ncccn3)CC2)o1
  · | 41 | 4 | 18 | -21 | 48 | 14 | 0.2 | -10

(more compounds)
Fields – L929 necroptosis | Runt-SMMHC FRET | PGE2 EP2 inh | EP2 modulator | TNF necrop inh | Runt-CBFb FRET | Hck Nef HTS | PERK inh | RBBP9 inh
- O=S(=O)(Nc1ccc(Cl)cn1)c1cccc(S(=O)(=O)c2ccccc2)c1
  55 | -3 | 3 | 25 | -0.4 | -1 | 15 | -0.3 | -9
- COc1ccc(-c2nn3c(-c4ccncc4)nnc3s2)cc1OC
  0.7 | · | · | · | -1.8 | · | 2 | 0.4 | 3
- CC1(C)Cc2ccccc2C(N/N=C/c2ccc([N+](=O)[O-])cc2)=N1
  -1.0 | -2 | 4 | 7 | -0.1 | -5 | 1 | 0.6 | -3
- Cc1cc(C)n(C(N)=NC(=O)c2ccc([N+](=O)[O-])cc2)n1
  40 | -1 | 12 | -14 | -2.6 | 1 | 15 | 1.7 | -4
- Cc1ccccc1NC(=O)CCN1CCCC1
  1.7 | -1 | 11 | -44 | 0.6 | 2 | 21 | 0.5 | -3
- COc1ccc(/C=N/NC(=O)CCc2n[nH]c(=O)[nH]c2=O)cc1O
  0.0 | 2 | 3 | 12 | 0.0 | 0 | 2 | 0.9 | -2
- Cc1ccccc1NC(=O)C1(C)Cc2ccccc2C(=O)O1 (stereo not given)
  0.4 | -2 | 7&12 | -2&19 | 0.0 | -3 | 7 | 0.3 | 0
- N/C(=N\OC(=O)c1cnn(-c2ccccc2)c1C(F)(F)F)c1cc(C(F)(F)F)cc(C(F)(F)F)c1
  0.5 | 4 | 2 | -44 | -0.7 | -1 | -1 | 0.0 | -7
- Cc1ccc(NC(=O)c2cc(-c3cccs3)on2)cc1C
  1.6 | 1 | 10 | 8 | -0.4 | -1 | 4 | 0.3 | -1
- Cc1oc2c(CN3CCCC3)c(O)ccc2c(=O)c1-c1ccc(Br)cc1
  0.2 | -1 | -2 | · | 0.3 | -1 | 5 | -0.7 | -5
- COCCn1c(CN(Cc2ccccc2)Cc2ccccc2)nc2c1c(=O)n(C)c(=O)n2C
  -0.6 | -1 | 5 | 1 | -3.0 | -6 | 18 | -0.6 | -4
- O=C(NC1CCCCC1)c1cccc(Cn2cc(Cl)cn2)c1
  0.7 | -4 | 10 | 18 | 8.8 | 0 | -2 | -1.8 | -1

The list is partial; count on the stated rates, not on these rows.
